CDK5 inh: inhibitors of human CDK5/p35 kinase, primary screen, biochemical, single concentration. Cyclin-dependent kinase 5 (Homo sapiens) + Cyclin-dependent kinase 5 activator 1 (Homo …. Recombinant CDK5/p35, ADP-Glo luminescence, 60 min. inhibition, % at 10 µM. actives 0.01% (n = 330,000);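 active means highest replicate inhibition of at least 50% and at least 75% of replicates reaching 50%; inconclusive means only one of the two criteria met; inactive means both criteria failed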;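 further: plate controls were DMSO neutral control for no effect and GW8510 at 10 µM for full effect; many of its hits are not listed in these tables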
Target sequence (Q00535 whole entry, looked up): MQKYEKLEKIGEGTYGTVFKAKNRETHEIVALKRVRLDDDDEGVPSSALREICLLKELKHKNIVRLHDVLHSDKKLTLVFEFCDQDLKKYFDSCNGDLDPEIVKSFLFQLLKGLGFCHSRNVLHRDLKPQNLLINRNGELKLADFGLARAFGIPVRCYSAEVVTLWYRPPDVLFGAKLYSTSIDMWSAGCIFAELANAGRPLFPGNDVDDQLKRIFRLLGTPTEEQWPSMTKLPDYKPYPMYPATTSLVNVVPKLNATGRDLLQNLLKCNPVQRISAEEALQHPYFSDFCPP
Target sequence (Q15078 whole entry, looked up): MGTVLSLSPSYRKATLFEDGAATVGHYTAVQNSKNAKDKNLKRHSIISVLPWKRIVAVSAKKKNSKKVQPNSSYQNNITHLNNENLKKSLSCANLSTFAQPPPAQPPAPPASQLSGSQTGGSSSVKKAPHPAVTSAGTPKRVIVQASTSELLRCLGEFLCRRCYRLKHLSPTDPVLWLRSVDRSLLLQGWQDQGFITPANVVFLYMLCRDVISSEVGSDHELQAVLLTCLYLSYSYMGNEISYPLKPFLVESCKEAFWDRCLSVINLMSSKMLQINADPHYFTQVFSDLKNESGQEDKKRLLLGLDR
MITF act: activators of MITF-driven TRPM1 promoter reporter, primary screen, cell-based, SK-MEL-5, luciferase, single point; activation, % at 12.5 µM; actives 0.75% (n = 300,000); AID 588334, 2011; SK-MEL-5 TRPM1-promoter luciferase, 24 h; % of positive control, neutral wells = 0;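 active means mean activation of at least 80% with every replicate also reaching 80%; inconclusive means mean reaches 80% but some replicate falls short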;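 further: 0% = neutral control wells and 100% = parthenolide positive control wells; values of inactives mirror those of a sister screen read the other way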
CAL PDZ FP-1: untagged CAL PDZ binding inhibitors, primary screen, biochemical, fluorescence polarization, HTS; Golgi-associated PDZ and coiled-coil motif-containing protein (Homo sapiens), Q9HD26; purified CAL PDZ, TMR-peptide fluorescence polarization, 1 h; inhibition, % at 24.9 µM; actives 0.92% (n = 300,000); AID 602252, 2012;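 active means mean inhibition of at least 30% with at least half of replicates also reaching 30%; inconclusive means no clear call, values can overlap the other calls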;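 further: 0% = DMSO neutral control and 100% = excess unlabeled competitor peptide PRC23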
CAL PDZ FP-2: CAL PDZ peptide-binding inhibitors, primary screen, biochemical, fluorescence polarization, Cer-tagged CAL PDZ, HTS; Golgi-associated PDZ and coiled-coil motif-containing protein (Homo sapiens), Q9HD26; purified CAL PDZ, TMR-peptide fluorescence polarization, 1 h; inhibition, % at 20 µM; actives 0.02% (n = 330,000); AID 504414, 2011;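 active means highest replicate inhibition of at least 40%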;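 further: plate controls were DMSO neutral control wells for no effect and unlabeled competitor peptide control wells for full effect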
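Material: tagged CAL PDZ protein CerCALP, purified; buffer or medium: sodium phosphate/NaCl buffer pH 7.4 with TCEP, IgG, Thesit; also added: fluorescent TMR peptide probe; schedule: 1 h incubation at room temperature before polarization reading; technique: fluorescence polarization from S- and P-plane intensities, G-factor corrected; control set: unlabelled peptide and DMSO controls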
Rtt109 HAT inh: inhibitors of C. albicans Rtt109/Vps75 HAT, primary screen, biochemical, ThioGlo CoA-SH fluorescence, plate reader; Histone acetyltransferase RTT109 (Candida albicans (strain SC5314 / ATCC MYA-2876)), …; purified Rtt109/Vps75, 4 h; inhibition, % at 34.9 µM; actives 0.16% (n = 330,000);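 active means inhibition of at least 50% in every replicate; inconclusive means best replicate reaches 50% inhibition but some replicates fall short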
V-ATPase pH: regulators of yeast V-ATPase proton pumping, primary screen, pHLuorin cytosolic pH fluorescence; S. cerevisiae; response, % at 10 µM; actives 0.37% (n = 350,000); in the data active means response mostly above about 7.3%, no sharp cut-off; inactive means mostly below about 5.4%; further: actives read high; inactives centre near 0; some compounds called inactive have numbers as strong as hits
Wnt bcat act: Wnt/beta-catenin pathway activators, primary screen, cell-based, plate reader, single point; Wnt/beta-catenin reporter cell assay, activator; AID 743398, 2014; actives 1.2% (n = 300,000); activation, % at 9.35 µM; in the data active means activation above about 30%, passing the limit was not always enough; inconclusive means no clear call, values can overlap the other calls;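 further: 0% = neutral control wells and 100% = positive control wells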
dFosB act: activators of delta FosB homodimer, primary screen, biochemical, fluorescence polarization, TAMRA-CDK5 oligo, single point; Protein FosB (Mus musculus), P13346; purified delta FosB; percent of positive-control signal above neutral wells; activation, % at 25 µM; actives 0.99% (n = 340,000);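 active means mean activation above about 17%, with every replicate also reaching it, limit read from the data, passing the limit was not always enough; inconclusive means only one of the two conditions met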;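 further: fluorescence polarization rise as delta FosB binds a TAMRA Cdk5 AP-1 oligo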
Target sequence (P13346 whole entry, looked up): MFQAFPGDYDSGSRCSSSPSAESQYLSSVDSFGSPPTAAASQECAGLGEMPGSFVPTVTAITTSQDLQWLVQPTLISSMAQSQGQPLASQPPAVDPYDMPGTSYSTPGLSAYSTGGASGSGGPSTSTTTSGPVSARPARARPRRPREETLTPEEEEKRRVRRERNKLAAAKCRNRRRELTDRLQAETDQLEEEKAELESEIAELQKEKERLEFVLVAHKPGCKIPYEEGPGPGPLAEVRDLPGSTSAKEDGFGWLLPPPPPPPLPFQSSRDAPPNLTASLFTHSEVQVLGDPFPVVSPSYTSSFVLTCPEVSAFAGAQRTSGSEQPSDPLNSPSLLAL
Tat transport: E. coli Tat export inhibitors, primary screen, MC4100, TorA-mCherry reporter, fluorescence, single point | inhibition, % at 10 µM | actives 0.036% (n = 340,000);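 active means mean replicate inhibition at least 50% and at least half of replicates individually reaching 50%; inconclusive means only one of the two criteria met; inactive means neither criterion met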;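 further: exported cargo escapes ClpAP degradation while cytoplasmic cargo is degraded and loses fluorescence; 0% = median of neutral control wells and 100% = median of NaSCN control wells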
RTF Ca sens act: cardiac RTF calcium sensitivity activators, primary screen, biochemical, IANBD-TnC fluorescence, EC20 calcium; activation, % at 7.2 µM; Troponin I, cardiac muscle (Homo sapiens) + Troponin T, cardiac muscle (Homo sapiens) + …; IANBD-labeled TnC RTF fluorescence at EC20 calcium; 0% EC20 calcium, 100% full calcium; actives 0.24% (n = 340,000);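 active means activation above the mean over all tested compounds plus 3 SD, cut at about 30% in these data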;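 further: rise in fluorescence read as greater calcium sensitivity of cardiac thin filaments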
* marks the source's active call; other numbers are inactive results; ? = inconclusive; . = not tested or not shown. Hits appear at their usual frequency (roughly 4.1% active in at least one column).

CDK5 inh	MITF act	CAL PDZ FP-1	CAL PDZ FP-2	Rtt109 HAT inh	V-ATPase pH	Wnt bcat act	dFosB act	Tat transport	RTF Ca sens act	SMILES
-0.1	-1	-3	-2.7	2	-6	.	5	-7	15	CCCOc1ccc(-c2nnn(CC(=O)c3c[nH]c4ccccc34)n2)cc1
1.3	-9	-2	-0.6	-1	2	-2	-3	3	6	Cc1cccc(-n2cc(CN3CCN(C(=O)c4ncn[nH]4)CC3)c(-c3cccc(F)c3)n2)c1
2.5	4	0	-1.4	1	5	-1	-6	4	-1	CC(O)[C@H](NC(=O)C1CCN(C(=O)[C@H](Cc2ccccc2)NC(=O)OC(C)(C)C)CC1)C(=O)O (some centres not stated)
1.4	.	4	.	1	-1	4	-6	11	5	O=C(CCS(=O)(=O)c1cccc2nsnc12)NC1CCCCCC1
-2.1	2	1	-0.1	27	-2	2	-7	3	9	Cc1c(N2C(=O)c3ccccc3C2(O)c2ccccc2)c(=O)n(-c2ccccc2)n1C (configuration not stated)
0.7	3	.	0.0	-4	2	-2	8	2	-1	O=C(NCc1ccccc1F)C1CCCN1C(=O)Nc1cccc(F)c1 (configuration not stated)
0.5	44	-4	-1.8	-11	2	5	-13	-3	1	O=C(NCCc1ccc(Cl)cc1)c1ccc(OCC2CCCO2)cc1 (configuration not stated)
0.3	-15	-4	0.7	0	-3	-2	-4	1	-6	CC=Cc1cc(OC)c2c(c1)C(C)C(c1ccc(O)c(OC)c1)O2 (configuration not stated)
0.9	.	-2	-1.1	-3	4	-8	5	0	13	Cc1ccc(-c2nnn(CC(=O)N3CCN(c4nc5ccccc5s4)CC3)n2)cc1
0.5	1	1	-1.7	2	-3	1	-1	-7	9	OCC[C@H]1C[C@@H](O)[C@H](O)[C@@]2(CCc3ccccc3O2)O1
2.3	6	2	0.1	0	-1	-4	2	-2	-3	O=C1CCSc2cccc3cccc(c23)N1
2.0	48	0	-0.3	-3	0	.	-1	-5	1	Cn1nnnc1SCc1ccc(C(=O)Nc2ccccc2F)cc1
-3.0	-5	0	-0.2	3	4	-1	-4	-7	-6	CCCC(=O)NCn1nnc(-c2ccc(Cl)cc2)n1
-1.9	-7	1	-1.2	0	-1	0	-6	-5	-2	Cc1cc(C)c(C#N)c(Sc2ccccc2N)n1
0.1	-3	-3	-0.1	-4	0	1	-4	3	-7	CCOC(=O)N1CCN(Cc2nnc(-c3cccc(Br)c3)o2)CC1
1.1	1	-3	-1.4	1	-1	-2	-6	0	4	C=CCNC(N)=S
1.4	-8	-3	.	10	0	.	-6	-7	0	O=C(O)CSCC(=O)N1CCN(c2ccnc3cc(Cl)ccc23)CC1
2.2	-13	-3	-0.9	0	3	-4	-10	7	-3	CCN(CC)S(=O)(=O)c1ccc(N2CCOCC2)c(NC(=O)C(C)(C)C)c1
0.3	0	-4	-0.7	.	-1	-1	-3	6	0	O=C(Cc1cc(=O)oc2cc(O)ccc12)NC(Cc1ccc(Cl)cc1)C(=O)O (configuration not stated)
-1.5	19	.	0.0	5	7	1	-8	8	-3	COc1ccc(/C=C/C(=O)Nc2ccccc2C(F)(F)F)cc1OC
-1.8	-7	-1	-0.4	-2	-3	.	-3	-7	0	O=C(c1cccnc1)N1CCN(C(=O)c2ccccc2F)CC1
-0.3	-11	10	-0.7	5	2	-1	-8	-3	-5	CCCCCCn1nc(C(=O)OCC(=O)NC2CCS(=O)(=O)C2)c2ccccc2c1=O (configuration not stated)
-3.6	21	.	-0.8	-2	3	9	-8	9	12	COC(=O)c1cccc(NC(=O)c2ccccc2)c1
-0.2	2	.	-1.5	-26	4	2	-11	-4	-2	O=C(CSc1nc2[nH]ncc2c(=O)[nH]1)Nc1cccc(Cl)c1
0.3	2	-5	0.4	-27	-2	-4	3	13	-7	Cc1noc(C)c1C(=O)OCC(=O)Nc1ccc(N2CCOCC2)cc1

Arranged by count of non-hydrogen atoms (low to high): some entries from above.
CDK5 inh	MITF act	CAL PDZ FP-1	CAL PDZ FP-2	Rtt109 HAT inh	V-ATPase pH	Wnt bcat act	dFosB act	Tat transport	RTF Ca sens act	SMILES
1.1	1	-3	-1.4	1	-1	-2	-6	0	4	C=CCNC(N)=S
2.3	6	2	0.1	0	-1	-4	2	-2	-3	O=C1CCSc2cccc3cccc(c23)N1
-1.9	-7	1	-1.2	0	-1	0	-6	-5	-2	Cc1cc(C)c(C#N)c(Sc2ccccc2N)n1
-3.0	-5	0	-0.2	3	4	-1	-4	-7	-6	CCCC(=O)NCn1nnc(-c2ccc(Cl)cc2)n1
-0.2	2	.	-1.5	-26	4	2	-11	-4	-2	O=C(CSc1nc2[nH]ncc2c(=O)[nH]1)Nc1cccc(Cl)c1
-1.8	-7	-1	-0.4	-2	-3	.	-3	-7	0	O=C(c1cccnc1)N1CCN(C(=O)c2ccccc2F)CC1
1.4	.	4	.	1	-1	4	-6	11	5	O=C(CCS(=O)(=O)c1cccc2nsnc12)NC1CCCCCC1
0.5	44	-4	-1.8	-11	2	5	-13	-3	1	O=C(NCCc1ccc(Cl)cc1)c1ccc(OCC2CCCO2)cc1 (configuration not stated)
0.7	3	.	0.0	-4	2	-2	8	2	-1	O=C(NCc1ccccc1F)C1CCCN1C(=O)Nc1cccc(F)c1 (configuration not stated)
-0.1	-1	-3	-2.7	2	-6	.	5	-7	15	CCCOc1ccc(-c2nnn(CC(=O)c3c[nH]c4ccccc34)n2)cc1
0.3	0	-4	-0.7	.	-1	-1	-3	6	0	O=C(Cc1cc(=O)oc2cc(O)ccc12)NC(Cc1ccc(Cl)cc1)C(=O)O (configuration not stated)
0.9	.	-2	-1.1	-3	4	-8	5	0	13	Cc1ccc(-c2nnn(CC(=O)N3CCN(c4nc5ccccc5s4)CC3)n2)cc1
-2.1	2	1	-0.1	27	-2	2	-7	3	9	Cc1c(N2C(=O)c3ccccc3C2(O)c2ccccc2)c(=O)n(-c2ccccc2)n1C (configuration not stated)
1.3	-9	-2	-0.6	-1	2	-2	-3	3	6	Cc1cccc(-n2cc(CN3CCN(C(=O)c4ncn[nH]4)CC3)c(-c3cccc(F)c3)n2)c1
2.5	4	0	-1.4	1	5	-1	-6	4	-1	CC(O)[C@H](NC(=O)C1CCN(C(=O)[C@H](Cc2ccccc2)NC(=O)OC(C)(C)C)CC1)C(=O)O (some centres not stated)

Further compounds follow:
CDK5 inh	MITF act	CAL PDZ FP-1	CAL PDZ FP-2	Rtt109 HAT inh	V-ATPase pH	Wnt bcat act	dFosB act	Tat transport	RTF Ca sens act	SMILES
0.5	-4	-2	-2.2	-3	-4	-1	-6	-10	2	COC(=O)c1scc(C)c1NC(=O)c1ccccc1F
-0.8	45	1	-1.0	5	1	?	-17	-4	-3	CS(=O)c1ccccc1-c1nc(-c2ccc(Cl)cc2)no1 (configuration not stated)
0.5	9	-5	-1.4	-14	0	.	0	-10	-3	O=C1N=C(N2CCN(c3cccc4ccccc34)CC2)S/C1=C/c1cccs1
0.5	11	-3	-1.8	2	6	0	-6	1	3	CCC1(c2ccccc2)NC(=O)N(CC(=O)N(C)CC(=O)Nc2cccc(F)c2)C1=O (configuration not stated)
-0.2	4	0	0.2	15	-4	.	2	0	0	COc1ccc(CCN2C(=O)C3C4CC(C5C(C(=O)NN)=NOC45)C3C2=O)cc1OC (configuration not stated)
0.4	17	.	-1.9	0	6	.	1	3	7	O=C(c1ccc(Br)s1)N1CCCC1
1.8	19	-2	-3.6	0	-3	2	3	0	-2	Nc1nnc(SCc2cccc(C(F)(F)F)c2)s1
0.2	32	-1	-0.8	-2	-4	-4	-1	1	-2	Cc1cc(Cl)ccc1OCC(=O)Nc1ccccc1N1CCOCC1
0.6	13	-1	0.6	-2	0	-1	-5	-6	5	O=C(C[n+]1cc(-c2ccccc2)n2c1CCC2)OCc1ccccc1
-1.6	-18	-2	-0.1	-8	4	.	-6	1	-2	C=C(Br)Cn1c(CCC)nc2ccccc21
0.2	.	1	-1.2	0	10	4	-4	0	1	Cn1c(SCC(=O)OCC(=O)c2ccccc2)nnc1-c1cccs1
2.2	8	0	0.0	9	-6	-1	2	7	-1	O=C(Nc1nccs1)c1ccc(-c2ccc(Cl)cc2Cl)o1
0.1	.	-3	-0.2	-2	-4	.	-7	-4	-5	C=CCOC(=O)C1=C(C)N=C2SCCC(=O)N2C1c1ccc(OC(=O)c2ccco2)cc1 (configuration not stated)
-3.1	9	-1	-2.2	-3	.	0	-9	-6	7	O=C(O)COc1ccc(C(=O)Cc2ccc3c(c2)OCCCO3)c(O)c1
-0.5	4	68*	0.7	-5	7	-1	0	-3	1	COC(=O)c1ccc(Cn2cc([N+](=O)[O-])cn2)cc1
1.5	7	4	.	12	-7	.	-7	-4	-3	O=C(CSc1nc2ccccc2[nH]1)NC(=O)NCc1ccco1
6.4	-9	-1	-4.0	-23	1	.	-7	-7	-6	Cc1ccnc2nc(C(=O)Nc3ccc4c(c3)OCO4)nn12
1.4	-34	-5	-0.9	4	-4	-12	-8	-16	-8	Cc1sc(NC(=O)Cc2ccc3c(c2)OCO3)nc1-c1ccc2c(c1)CCN2C(=O)c1cccc(F)c1
2.2	-1	-2	0.6	-2	-2	-1	-1	5	7	O/N=C/c1cc(Br)cs1
0.8	12	0	-0.2	-6	1	1	1	-4	-6	COc1cccc(CN2C(=O)CCC2(C)C(=O)NCCc2ccc(OC)c(OC)c2)c1 (configuration not stated)
0.7	-3	-1	-2.9	-16	-2	0	1	2	1	CCc1ccc(C2=NN(CCC(=O)NCC3CCCO3)C(=O)CC2)cc1 (configuration not stated)
0.6	3	3	-2.8	-3	4	1	1	0	0	CC(C)(C)NCC1(CO)SC(N)=NC1=O (configuration not stated)
0.8	5	-2	-1.4	8	3	-1	-3	1	-1	COc1ccccc1OCc1ccc(C(=O)N2CCCCC2)o1
